# Screening results (PubChem BioAssay)
# Vif-APOBEC3G blk: inhibitors of Vif-APOBEC3G interaction | Q9HC16 | HeLa A3G-eYFP + Vif (tagged APOBEC3G with the HIV-1 protein that degrades it), YFP fluorescence, overnight | Potency, µM (series often up to 46.1 µM), inactives show at the top dose activity, negative = active, most hits filed as inhibitors | 410,000 compounds, 0.076% hits | AID 602310;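 note: potency is the fitted concentration of half-maximal effect; % is set by controls: 0 for no effect and ±100 for the full control effect; nearly all actives have a fitted effect of over 60% in size; hits raise eYFP signal because A3G escapes Vif-driven loss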
#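 Read-out is eYFP fluorescence (Ex 488/Em 500-530) from Vif-expressing HeLa A3G-eYFP cells; more signal means A3G escaped Vif-mediated degradation. Cells plated overnight, compound pinned in, incubated overnight at 37 deg C.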
# D2 antagonist: antagonists of human D2 dopamine receptor; P14416; HEK293 TREx D2 cells, calcium flux, dopamine EC80; inhibition, % at 10 µM; 340,000 compounds, 2% hits; in the data active = inhibition above about 30%; note: 0% is about no effect
# Target sequence (P14416 whole entry, looked up): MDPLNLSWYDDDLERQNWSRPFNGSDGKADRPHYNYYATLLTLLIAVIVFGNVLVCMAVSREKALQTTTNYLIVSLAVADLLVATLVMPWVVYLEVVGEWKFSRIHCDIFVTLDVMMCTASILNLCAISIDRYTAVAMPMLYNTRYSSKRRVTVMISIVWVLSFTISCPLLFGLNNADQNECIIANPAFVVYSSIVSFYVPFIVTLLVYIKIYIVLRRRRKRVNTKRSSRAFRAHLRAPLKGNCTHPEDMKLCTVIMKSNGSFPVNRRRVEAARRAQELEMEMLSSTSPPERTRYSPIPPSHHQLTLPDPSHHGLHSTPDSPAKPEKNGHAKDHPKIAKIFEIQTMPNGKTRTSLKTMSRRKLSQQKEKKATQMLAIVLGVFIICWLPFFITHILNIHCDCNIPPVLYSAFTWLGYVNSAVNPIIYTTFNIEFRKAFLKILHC
#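 In this primary screen, negative modulation is detected by tracking calcium flux after an EC80 dopamine challenge in inducible HEK293 T-REx D2 cells preexposed to test compound for 180 s.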
# ALOX12 inh: ALOX12 (human) lipoxygenase inhibition; purified 12hLO, xylenol orange hydroperoxide absorbance; P18054; AID 1671190; 580,000 compounds, 1.1% hits; Potency, µM (highest dose often 108 µM), for the others: at the top dose activity change, negative = inhibition, actives largely listed as inhibitors; note: potency is the fitted concentration of half-maximal effect; % is set by controls: 0 for no effect and ±100 for the full control effect
#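 Purified human 12hLO at 150 nM in 25 mM Hepes, 0.01% Triton X-100, pH 7.0, preincubated 15 min at room temperature with compound. Reaction started with 40 uM arachidonic acid, 30 min at room temperature. Hydroperoxide measured by Fe-xylenol orange, 573/405 nm absorbance ratio.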
# RGS4 inh: human RGS4 inhibition | P49798 | Transcreener GDP fluorescence polarization, RGS4-accelerated GTP hydrolysis | Potency, µM (doses to about 114 µM), for the others: top-dose activity change, negative = inhibition, hits mostly inhibitors | 390,000 compounds, 0.039% hits; note: potency is the fitted concentration of half-maximal effect; % is set by controls: 0 for no effect and ±100 for the full control effect; nearly all actives have a fitted effect of over 75% in size; some results filed as inactive show a strong effect at the top dose
# Target sequence (P49798 whole entry, looked up): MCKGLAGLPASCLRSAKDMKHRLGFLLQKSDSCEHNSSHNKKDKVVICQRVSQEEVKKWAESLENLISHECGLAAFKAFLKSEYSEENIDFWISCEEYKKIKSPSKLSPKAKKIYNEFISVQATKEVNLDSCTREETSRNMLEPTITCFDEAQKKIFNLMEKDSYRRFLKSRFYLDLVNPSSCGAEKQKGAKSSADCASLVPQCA
#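 MLSMR compounds (23 nl, pin-transferred) preincubated 10 min at room temperature with a 500nM (2x) first reagent, then RGS4 at 900nM (2x) plus Transcreener GDP mix added; fluorescence polarization (620/688 nm) read before and after 90 min at 30 °C.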
# LDHA block: blocks human lactate dehydrogenase A; P00338; purified LDHA, NADH/diaphorase-resazurin fluorescence; stronger effect = lower value; activity change, % (values are at about 110 or 230 µM); 480,000 compounds, 0.15% hits; AID 1347041; in the data active = activity change below about -30%; inconclusive = mostly about -25% to -30%;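 note: plate controls were DMSO wells for no effect and wells without enzyme for full effect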
#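 Human LDH5 at 2 nM final in Tris HCl pH 7.4 with 0.06 mM NADH and 0.2 mM pyruvate, reacted 5 minutes at room temperature. Remaining NADH coupled via diaphorase/resazurin; resorufin fluorescence read at 0 and 20 minutes, normalized to enzyme-free and DMSO wells.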
# GRP78 ERSR act: induces the endoplasmic reticulum stress response in human glioma cells; U87-MG GRP78 promoter luciferase reporter, 16 h; Potency, µM, for the others: at the top dose activation, actives largely listed as activators; 420,000 compounds, 0.02% hits; note: potency is the fitted concentration of half-maximal effect; series mostly up to about 76 µM; % of control where 0% means no effect; nearly all actives have a fitted effect of over 35% in size
#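 ERSR induction read as luciferase luminescence (Bright-Glo, 10 min at room temperature) in stably transfected human U87-MG glioma cells exposed to compounds for 16 h, using GRP78 as sensor.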
# D2 agonist: activates the human D2 dopamine receptor. activation, % at 2 µM. 340,000 compounds, 0.53% hits. HEK293 T-REx D2 cells, calcium flux agonist mode. P14416;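 active = activation over 3 SD above normal in the single-dose calcium agonist read, cut at about 30% in these data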; note: 0% is about no effect
#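 Tetracycline-induced HEK293 T-REx cells with force-coupled D2 receptor, plated overnight at 30 C, loaded with no-wash calcium dye. After a 10 s baseline, compound was pin-added and calcium flux read kinetically for 180 s; calcium rises flagged agonists.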
# Vif-A3F inh: inhibitors of Vif-A3F interaction; HeLa A3F-eYFP + Vif (tagged APOBEC3F with the HIV-1 protein that degrades it), YFP fluorescence increase; Potency, µM (titrated, usually from 46.1 µM), for inactives: at the highest dose activity, negative = active; 390,000 compounds, 0.2% hits; AID 602313; note: potency is the fitted concentration of half-maximal effect; % of control where 0% means no effect; nearly all actives have a fitted effect of over 65% in size
#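 Fluorescence increase (Ex 488/Em 500-530) after overnight compound treatment at 37 deg C flags inhibition of Vif-driven A3F-eYFP loss in stable HeLa A3F-eYFP/Vif cells seeded overnight beforehand.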
# ERG Ets-DNA blk: ERG Ets/DNA interaction inhibition; 370,000 compounds, 0.028% hits; fluorescence polarization, His-ERG Ets domain / labelled DNA; Potency, µM (series often up to 76.9 µM), for inactives: top-dose FP activity, negative = inhibition, usual class: inhibitors; P11308; active = well fitted inhibition curve with a large enough effect in the polarisation, with a control signal flat; inconclusive = small, poorly fitted or top-dose-only effect, or effect the other way, or a change in a side signal; inactive = no such curve, though single readings can be large or run the other way; the % refers to the polarisation;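 note: polarization taken with two DNA probes labelled with fluorescein and Texas red; potency is the fitted concentration of half-maximal effect; % of control where 0% means no effect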
#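 His-tagged ERG Ets domain (1 uM in the protein solution; 300mM KCl, 50mM Tris-HCl, 1mM EDTA, 1mM DTT, pH 7.5) received compound, then a probe mix of 5 nM fluorescein-DNA and 100nM Texas-615-DNA. Fluorescence polarization was read for both dyes.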
# Numbers without * were called inactive; ? = inconclusive; · = no result given; & = joins results of further samples; [ ] = another dose, or the depositor's remark. Unless noted, calls come from the whole dose curve; as a rule, active = well fitted curve in the direction sought with a large enough effect; inconclusive = small, poorly fitted or top-dose-only effect, or another doubt; inactive = no such curve, though single readings can be large; an effect the other way counts as inactive or inconclusive.
SMILES,Vif-APOBEC3G blk,D2 antagonist,ALOX12 inh,RGS4 inh,LDHA block,GRP78 ERSR act,D2 agonist,Vif-A3F inh,ERG Ets-DNA blk
COc1ccc(CN2C(=O)c3ccccc3C2C(=O)NCCc2ccccc2)c(OC)c1 (configuration not stated),-9%&0%,-3,-1%&-10%,7%&5%,-11&-7,-3%&-3%,-0.1&-0.3,0%&3%,4%&2%
N=C1/C(=C\c2coc3ccccc3c2=O)C(=O)N=C2SC(c3ccncc3)=NN12,?,17,?,?,2,2%,59*,25µM*,57%[activator]
Cc1ccc(-c2cc(C(F)F)nc(NCc3cccnc3)n2)cc1,1%,1,-15%,30%,-13,0%,0.7,11%,-6%
Cc1ccc(NC(=O)c2cc(S(=O)(=O)N3CCCc4ccccc43)ccc2F)cc1F,0%,·,-3%,10%,4,-4%,-0.8,2%,-1%
Cc1ccccc1-n1c(Cn2c(=O)sc3ccccc32)nnc1SCC(=O)N1CCCC1,5%,13,413%[activator],2%,-3,-7%,0.0,-2%,-11%
Cc1nc(Nc2ccc3c(c2)OCCO3)c2c(C)c(C)sc2n1,0%,10,3%,13%,-13,3%,1.0,-3%,-1%
Cc1c(Cc2ccccc2)c(=O)oc2c(C)c(OCC(=O)NCC3CCC(C(=O)O)CC3)ccc12 (configuration not stated),1%,4,1%,-7%,6,-2%,-0.3,7%,-13%
COc1ccccc1OCCNC(=O)c1ccc2c(c1)OCCO2,0%,-12,2%,-1%,-7,-6%,-0.1,-3%,2%
NC(=O)C1(N2CCCCC2)CCN(C(=O)Nc2ccc(F)cc2)CC1,-1%,·,-5%,-6%,3,-4%,-0.3,2%,1%
CC(=O)c1cccc(NC(=O)CCCN2C(=O)COc3ccc(C)cc32)c1,·,·,?,-41%,3,·,-1.2,·,7%

# Given with values under each structure: part of the list above.
# Each structure is followed by: Vif-APOBEC3G blk, D2 antagonist, ALOX12 inh, RGS4 inh, LDHA block, GRP78 ERSR act, D2 agonist, Vif-A3F inh, ERG Ets-DNA blk
N=C1/C(=C\c2coc3ccccc3c2=O)C(=O)N=C2SC(c3ccncc3)=NN12
 : ?, 17, ?, ?, 2, 2%, 59*, 25µM*, 57%[activator]
Cc1c(Cc2ccccc2)c(=O)oc2c(C)c(OCC(=O)NCC3CCC(C(=O)O)CC3)ccc12 (configuration not stated)
 : 1%, 4, 1%, -7%, 6, -2%, -0.3, 7%, -13%
Cc1nc(Nc2ccc3c(c2)OCCO3)c2c(C)c(C)sc2n1
 : 0%, 10, 3%, 13%, -13, 3%, 1.0, -3%, -1%
Cc1ccc(-c2cc(C(F)F)nc(NCc3cccnc3)n2)cc1
 : 1%, 1, -15%, 30%, -13, 0%, 0.7, 11%, -6%

# (list continues)
SMILES,Vif-APOBEC3G blk,D2 antagonist,ALOX12 inh,RGS4 inh,LDHA block,GRP78 ERSR act,D2 agonist,Vif-A3F inh,ERG Ets-DNA blk
O=C(CC1CCCCC1)N1CCC(c2nc(-c3ccc(S(=O)(=O)N4CCCC4)cc3)no2)CC1,-1%,3,18%,8%,-8,-3%,0.1,-7%,7%
COc1ccc(OC)c(CN2CCN(Cc3cccc4ccccc34)CC2)c1,-4%,71*,?,-31%,?,-5%,-0.7,1%,-6%
COC(=O)c1cc(NC(=O)Cn2nc(-c3ccc(C)c(C)c3)ccc2=O)cc(C(=O)OC)c1,2%,·,?,5%,2,-2%,0.3,-5%,1%
Cc1cn2c(=O)c(S(=O)(=O)NC(C)c3ccccc3)c(C)nc2s1 (configuration not stated),-3%,·,0%,-13%,1,-2%,-0.1,0%,3%
COC(=O)CSc1nc(COc2ccccc2)nc2ccccc12,0%,-5,?,11%,-3,-2%,-0.6,9%,3%
COc1cc(NC(=O)CCN2C(=O)NC3(CCCC3)C2=O)c(OC)cc1Cl,0%,-5,-13%,9%,-11,-3%,0.5,-7%,19%
CN(C)S(=O)(=O)c1cccc(C(=O)c2nccn2C)c1,0%,-2,-5%,16%,-9,0%,-1.7,-1%,0%
Cn1c(SCC(=O)N2CCCC2)nnc1-c1cccs1,0%,-12,-22%,34%,-8,0%,5.9,-9%,6%
CCCCN(C(=O)c1cccc(S(=O)(=O)N2CCCC2)c1)c1c(N)n(CCC)c(=O)[nH]c1=O,4%,3,191%[activator],3%,-6,-4%,-0.5,5%,-4%
Cc1ccc(S(=O)(=O)N2CCN(C(=O)CCc3c[nH]c4ccccc34)CC2)cc1,-3%,-8,-23%,-25%,-3,-4%,-0.1,-8%,-2%
CCC(CC)NC(=O)Nc1ccc(F)cc1F,-9%,-4,-1%,4%[11.4 µM],-1,1%,-0.1,2%,5%
Cc1ccccc1NC(=O)Cc1nnc(SCC(=O)NC2CCCC2)n1C,-1%,16,-1%,27%,-10,0%,-0.2,-15%,10%

# Some entries already given with just Vif-A3F inh:
mol | Vif-A3F inh
COC(=O)c1cc(NC(=O)Cn2nc(-c3ccc(C)c(C)c3)ccc2=O)cc(C(=O)OC)c1 | -5%
COc1cc(NC(=O)CCN2C(=O)NC3(CCCC3)C2=O)c(OC)cc1Cl | -7%
O=C(CC1CCCCC1)N1CCC(c2nc(-c3ccc(S(=O)(=O)N4CCCC4)cc3)no2)CC1 | -7%
COC(=O)CSc1nc(COc2ccccc2)nc2ccccc12 | 9%
Cc1ccccc1NC(=O)Cc1nnc(SCC(=O)NC2CCCC2)n1C | -15%

# These rows are one share of the data, so the mix of outcomes need not match the whole.
